Compound activity deposited in PubChem BioAssay by National Center for Advancing Translational Sciences (NCATS).
Pf growth 48h – inhibits P. falciparum growth in the first generation, 48 h. AID 504832. P. falciparum luciferase growth in erythrocytes, 48 h. hit rate 5.9% among 310,000. Potency, µM (doses to about 28.7 µM), without a hit: at the highest dose activity change, negative = inhibition, hits mostly inhibitors; also: potency is read from the fitted curve at half-maximal effect; % is scaled to controls: 0 for no effect and ±100 for the full control effect
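Growth was read as firefly luciferase luminescence after a 48 h, 37 C, 5% CO2 exposure of compounds to reporter-bearing P. falciparum cultures (0.1% parasitemia, 2% hematocrit final) in Albumax-supplemented RPMI 1640.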
Pf growth 96h – inhibits malaria parasite growth, 96 h | AID 504834 | Potency, µM (series often up to 28.7 µM), without a hit: top-dose activity change, negative = inhibition, most hits filed as inhibitors | P. falciparum luciferase reporter growth, 96 h | hit rate 6.9% among 320,000; also: potency is read from the fitted curve at half-maximal effect; % is scaled to controls: 0 for no effect and ±100 for the full control effect
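Compounds incubated with erythrocytes infected by luciferase-expressing P. falciparum (2% hematocrit, 0.05% parasitemia final) for 96 hours, 37 C in 5% CO2. Growth inhibition scored as decreased luciferase luminescence.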
Shiga toxin inh – blocks Shiga toxin action in Vero cells | Vero cells, Shiga toxin protein synthesis inhibition reporter | AID 2315 | hit rate 9.2% among 290,000 | inhibition, % at 38.7 µM; in the data active = inhibition mostly above about 28%, no sharp cut-off; inactive = mostly below about 43%; also: 0% is about no effect
HCV inhibitor – inhibitors of hepatitis C virus infection; Huh7.5.1 HCVcc-Cre infection, luciferase reporter, 44 h; hit rate 3.4% among 340,000; Potency, µM (titrated, usually from 41.8 µM), for inactives: at the highest dose activity change, negative = inhibition, actives largely listed as inhibitors; also: potency is read from the fitted curve at half-maximal effect; % is scaled to controls: 0 for no effect and ±100 for the full control effect
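1,000 cells/well; 4 h culture; + compound; + HCVcc-Cre (~0.5 moi); 44 h; luciferase substrate, RT 15 min; read 15 sec.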
Cycloheximide cs – affects cycloheximide protein synthesis inhibition readout, counter-screen; cell reporter, cycloheximide protein synthesis inhibition counterscreen; max response, %; hit rate 12% among 300,000; AID 2314; in the data active = max response mostly above about 13%, no sharp cut-off; inactive = mostly below about 14%; also: read at 38.3 µM for the half of the compounds with a filed dose; 0% is about no effect
Giardia FBPA inh – Giardia lamblia aldolase inhibition | A8B2U2 | AID 2451 | hit rate 0.71% among 290,000 | purified Giardia FBPA | Potency, µM (doses to about 59.6 µM), for the others: at the top dose activity, negative = inhibition, most hits filed as inhibitors; also: potency is read from the fitted curve at half-maximal effect; % is scaled to controls: 0 for no effect and ±100 for the full control effect; nearly all actives have a fitted effect of over 55% in size
Target sequence (A8B2U2 whole entry, looked up): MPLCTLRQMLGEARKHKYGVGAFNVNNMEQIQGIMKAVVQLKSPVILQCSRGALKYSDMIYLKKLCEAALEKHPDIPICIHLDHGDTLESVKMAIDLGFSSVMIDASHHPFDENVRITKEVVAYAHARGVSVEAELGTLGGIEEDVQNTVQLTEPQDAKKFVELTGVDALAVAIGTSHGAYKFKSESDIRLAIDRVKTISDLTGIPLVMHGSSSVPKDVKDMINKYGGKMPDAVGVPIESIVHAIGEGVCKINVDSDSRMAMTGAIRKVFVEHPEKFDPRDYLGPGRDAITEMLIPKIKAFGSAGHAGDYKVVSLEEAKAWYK
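Giardia FBPA (40 nM reagent) was preincubated 10 min at RT with compound (up to 57.5 uM final), then substrate plus GAPDH/TPI/NAD/arsenate coupling system with diaphorase/resazurin was added; resorufin fluorescence (525/598 nm) was read after 20 min.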
Starred values were filed as active, the others as inactive; ? = inconclusive; / = no result given; & = joins results of further samples; [ ] = remark or other dose. Unless noted, calls follow the shape of the dose curve; as a rule, active = well fitted curve in the direction sought with a large enough effect; inconclusive = small, poorly fitted or top-dose-only effect, or another doubt; inactive = no such curve, though single readings can be large; an effect the other way counts as inactive or inconclusive.

SMILES | Pf growth 48h | Pf growth 96h | Shiga toxin inh | HCV inhibitor | Cycloheximide cs | Giardia FBPA inh
O=C1N(Cc2cccnc2)C[C@@H]2C[C@@H](c3ccc4nonc4c3)N3CCC[C@@]123 | 2% | 23% | -2 | -1% | -5 | -9%
Cc1c(Br)c(C(N)=O)nn1C | / | 4% | 7 | 17% | -5 | 0%
CC(C)Sc1nc2ccccc2n1CC(=O)O | 28% | -26% | 8 | 7% | 2 | -1%
Cc1ccc(C(=O)N2CCCC2)cc1S(=O)(=O)N1CCOCC1 | -10% | 87%[activator] | -7 | 7% | -2 | -2%
CCOc1ccc(-c2nc(CSCC(=O)NCCN3CCOCC3)c(C)o2)cc1 | 29% | -7% | 23 | 1% | 16 | 1%
Cc1oc2nc(SCC(=O)NCCCO)nc(N)c2c1C | 33%[activator] | 44%[activator] | -8 | -5% | -3 | 12%
O=C(Nc1ccc(F)cc1)C1CC(=O)n2c(nc3ccccc32)N1 (stereo unspecified) | ? | 0% | -6 | 1% | -5 | -6%
COc1cc(OC)cc(-c2c(-c3cccs3)c3cc(-c4ccc(OC)c(OC)c4)ccc3n2C)c1 | 6.6µM* | ? | / | ? | / | /
COc1ccccc1C(=O)NC(=O)CSc1nnc(C)s1 | 0% | 15% | 16 | 6% | -1 | /
CC(=O)NC1C(=O)N=C(SCC(=O)Nc2c(C)cccc2C)NC1=O (stereo unspecified) | -8% | ? | 19 | 28% | -2 | -5%
CCCC(CCC)=NNC(=O)c1ccccc1F | 33%[activator] | 85%[activator] | 17 | 19% | 19 | -8%
CC1(C)OC(=O)C(=Cc2ccc(-c3ccc(Cl)c(C(=O)O)c3)o2)C(=O)O1 | 15µM* | ? | -15 | 8% | 8 | -16%
O=C(CCCN1C(=O)/C(=C\c2ccco2)SC1=S)Nc1ccc2ccccc2c1 | ? | ? | -10 | ? | -7 | -24%
O=C(c1cccc(F)c1)N1CCN(c2cccc(Cl)c2)CC1 | ? | / | -22 | ? | -3 | 6%
Cc1c(Cl)cccc1NC(=O)CC1Oc2ccccc2NC1=O (stereo unspecified) | 16% | 24% | -3 | 2% | 4 | -2%
COC(=O)c1ccc(CSc2nnc3ccccn23)o1 | 28% | / | 5 | 4% | -2 | -4%
COCCCn1c(SCC(=O)N2CC(=O)Nc3ccccc32)nnc1-c1ccoc1C | -4% | 2%[5.75 µM] | -3 | 25% | 2 | 4%
O=C(NC(NC(=O)c1ccccc1)c1cccc([N+](=O)[O-])c1)c1ccccc1 | -11% | -7% | -10 | 0% | 0 | 6%
Cc1cc(C(=O)COC(=O)Cc2ccc(Br)cc2)c(C)n1C | -1% | ? | / | 1% | / | /
CCNC(=O)c1c(NC(=O)c2cc(-c3cc(C)ccc3O)n[nH]2)sc2c1CCCC2 | ? | ? | 17 | ? | -4 | 9%
Cc1ccnc(NC(=O)C2CCN(S(=O)(=O)c3cccc4nonc34)CC2)c1 | -7% | ? | -5 | 4% | -1 | 4%
CC1CCN(C2=C(NS(=O)(=O)c3ccc(Cl)cc3)C(=O)c3ccccc3C2=O)CC1 | 7.4µM* | 1.5µM* | 85* | 2% | 22* | ?
COc1ccc(/C=C/c2c(-c3ccc(OC)cc3)oc3cccnc23)cc1 | ? | 29% | 31* | 0% | 16* | -3%
N#CCC(=O)Nc1ccc(C(=O)NCc2cccc(Cl)c2)cc1 | -14% | ? | -7 | -1% | -3 | 1%
O=C(NCc1ccco1)c1c(F)c(F)c(F)c(C(=O)NCc2ccco2)c1F | 27% | 32%[activator] | 3 | -18% | -3 | 0%
CC(C)OCCCNC(=O)CCC(=O)NNc1nc2ccccc2c2nc(-c3ccccc3)nn12 | 12% | ? | -7 | 8% | 10 | -3%
COC(=O)c1c(NC(=O)C2C3CCC(C3)C2C(=O)O)sc2c1CCCCC2 (stereo unspecified) | 5% | ? | 51* | 14% | 13 | 23%
Cc1cc(NC(=O)c2ccccc2)nc(C)n1 | 13% | 69%[activator] | 14 | -1% | 13 | -3%
CC(=O)N/N=C(\C)c1cccc(C(F)(F)F)c1 | ? | 2% | -11 | 12% | 15 | 4%
O=C1N(CN2CCOCC2)c2ccccc2C1(O)c1c[nH]c2ccccc12 (stereo unspecified) | 3% | 68%[activator] | -6 | 20% | -3 | 8%
CC(=O)c1cccc(N(CC(=O)NC2CCCC2)C(=O)c2csnn2)c1 | 38% | 2% | -8 | -11% | 4 | -2%
O=C(CCc1nc2ccccc2c(=O)[nH]1)N1CCN(c2ccc(F)cc2)CC1 | 11% | 7% | -2 | ? | -3 | -5%
COc1cccc(CC(=O)OCC(=O)N(C)CC(=O)Nc2ccc(Cl)c(C(F)(F)F)c2)c1 | -14% | 6% | / | ? | / | /
CCN(CC)C(=O)Cn1nc(-c2ccccc2O)nc1SCC(=O)Nc1ccc(OC)cc1 | ? | 9% | -10 | -19%&-17% | 10 | 11%
COc1ccccc1N1CCN(CC(=O)Nc2c(C)n[nH]c2C)CC1 | -2% | 146%[activator] | -15 | 10% | 1 | 4%
CCOc1ccc(C(C)=O)cc1CSc1nc2nc(C)cc(C)n2n1 | -17% | -21% | 2 | -27% | -4 | 1%
C=CCN(C(=O)CNC(=O)c1cccs1)C(C(=O)NC1CCCCC1)c1cccnc1 (stereo unspecified) | 0% | 52%[activator] | -3 | 2% | -2 | -1%
CS(=O)(=O)N1CCC(C(=O)Nc2ccccc2F)CC1 | 12% | 82%[activator] | -19 | -2% | -2 | 2%
CCC12C(=O)C(CC)(C(c3ccccc3)=C1c1ccccc1)[C@@H]1C(=O)N(c3ccc(C)cc3)C(=O)C12 (stereo partly specified) | ? | ? | -6 | 9% | 6 | -4%
Cc1ccc(CNC(=O)Nc2ccccc2)n1C | 59%[activator] | 59%[activator] | 28 | -29% | 17* | -9%

Ordered by heavy-atom count (high to low): part of the list above.
SMILES | Pf growth 48h | Pf growth 96h | Shiga toxin inh | HCV inhibitor | Cycloheximide cs | Giardia FBPA inh
CCC12C(=O)C(CC)(C(c3ccccc3)=C1c1ccccc1)[C@@H]1C(=O)N(c3ccc(C)cc3)C(=O)C12 (stereo partly specified) | ? | ? | -6 | 9% | 6 | -4%
CC(C)OCCCNC(=O)CCC(=O)NNc1nc2ccccc2c2nc(-c3ccccc3)nn12 | 12% | ? | -7 | 8% | 10 | -3%
CCN(CC)C(=O)Cn1nc(-c2ccccc2O)nc1SCC(=O)Nc1ccc(OC)cc1 | ? | 9% | -10 | -19%&-17% | 10 | 11%
COc1cccc(CC(=O)OCC(=O)N(C)CC(=O)Nc2ccc(Cl)c(C(F)(F)F)c2)c1 | -14% | 6% | / | ? | / | /
C=CCN(C(=O)CNC(=O)c1cccs1)C(C(=O)NC1CCCCC1)c1cccnc1 (stereo unspecified) | 0% | 52%[activator] | -3 | 2% | -2 | -1%
CC1CCN(C2=C(NS(=O)(=O)c3ccc(Cl)cc3)C(=O)c3ccccc3C2=O)CC1 | 7.4µM* | 1.5µM* | 85* | 2% | 22* | ?
Cc1ccnc(NC(=O)C2CCN(S(=O)(=O)c3cccc4nonc34)CC2)c1 | -7% | ? | -5 | 4% | -1 | 4%
COC(=O)c1c(NC(=O)C2C3CCC(C3)C2C(=O)O)sc2c1CCCCC2 (stereo unspecified) | 5% | ? | 51* | 14% | 13 | 23%
CC(=O)c1cccc(N(CC(=O)NC2CCCC2)C(=O)c2csnn2)c1 | 38% | 2% | -8 | -11% | 4 | -2%
COc1ccccc1N1CCN(CC(=O)Nc2c(C)n[nH]c2C)CC1 | -2% | 146%[activator] | -15 | 10% | 1 | 4%
N#CCC(=O)Nc1ccc(C(=O)NCc2cccc(Cl)c2)cc1 | -14% | ? | -7 | -1% | -3 | 1%
CS(=O)(=O)N1CCC(C(=O)Nc2ccccc2F)CC1 | 12% | 82%[activator] | -19 | -2% | -2 | 2%
Cc1ccc(CNC(=O)Nc2ccccc2)n1C | 59%[activator] | 59%[activator] | 28 | -29% | 17* | -9%
Cc1cc(NC(=O)c2ccccc2)nc(C)n1 | 13% | 69%[activator] | 14 | -1% | 13 | -3%

Next records:
SMILES | Pf growth 48h | Pf growth 96h | Shiga toxin inh | HCV inhibitor | Cycloheximide cs | Giardia FBPA inh
COc1ccccc1CNC(=O)c1cc(S(=O)(=O)N2CCCCC2)c[nH]1 | ? | -4% | -5 | -1% | 4 | 13%
Cc1nc(C)c(C(=O)OCC(=O)NCCc2ccc(F)cc2)s1 | -10% | -3% | / | -9% | / | /
Cc1cc(C)cc(N=Cc2c(O)c3ccccc3oc2=O)c1 | -13% | ? | 12 | -23% | 15 | 3%
COc1ccc(C(=O)NN2C(=S)N(c3ccc(OC)cc3)C(=O)C2CC(N)=O)cc1 (stereo unspecified) | 16% | -1% | 30 | 10% | 6 | 2%
Cc1c(O)ccc2c(CC(=O)N[C@@H](Cc3c[nH]c4ccccc34)C(=O)O)cc(=O)oc12 | 10% | 21% | -5 | 6% | -2 | -14%
COc1ccc(NC(=O)CN2CCC(n3c(C)nc4cc(F)ccc43)CC2)c(OC)c1 | ? | 4% | -19 | 19% | -5 | 1%
NC(=O)C1CCN(C(=O)C2CC(=O)N(c3ccc4c(c3)OCCO4)C2)CC1 (stereo unspecified) | -22% | -3% | / | 3% | / | /
COc1ccccc1NC(=O)N1CCCC1C(=O)NC1CCCCC1 (stereo unspecified) | 16% | ? | -3 | 0% | -2 | 7%
Cc1ccc2[nH]cc(CCNC(=O)c3ccc4c(c3)OCO4)c2c1 | 39%[activator] | -16% | 2 | ? | 2 | 4%
N#CN=C1SCCN1Cc1ccc(Cl)nc1 | / | / | 3 | / | -6 | -1%
CCc1ccc(/C=C2/SC(=S)N(CCCC(=O)Nc3ccccc3C(=O)O)C2=O)cc1 | -2% | 19% | -15 | -5% | -4 | /
CCc1cccc2c(/C=N/NC(=O)c3cccc(S(=O)(=O)Nc4ccccc4Cl)c3)c[nH]c12 | 2% | 47%[activator] | -4 | ? | -4 | -6%
CCC1Oc2ccc(C)cc2N(CC(=O)NCc2cc(OC)ccc2OC)C1=O (stereo unspecified) | -11% | 35%[activator] | 11 | -26% | -2 | 0%
CC(C)(C)NC(=S)Nc1ccc(Nc2ccccc2)cc1 | ? | / | 46* | ? | 19* | -4%
O=C(COC(=O)c1ccc(Cl)nc1)Nc1cccc(S(=O)(=O)N2CCCCC2)c1 | -14% | -7% | / | -1% | / | /
CN(C)CCCNC(=O)c1cc(S(=O)(=O)N2CCOCC2)ccc1F | 12% | / | 11 | -11% | 0 | 3%

Complete entries as entered above. Values in the order: Pf growth 48h, Pf growth 96h, Shiga toxin inh, HCV inhibitor, Cycloheximide cs, Giardia FBPA inh
`Cc1ccc(CNC(=O)Nc2ccccc2)n1C` is entered as 59%[activator], 59%[activator], 28, -29%, 17*, -9%
`O=C(Nc1ccc(F)cc1)C1CC(=O)n2c(nc3ccccc32)N1` (stereo unspecified) is entered as ?, 0%, -6, 1%, -5, -6%
`Cc1c(Cl)cccc1NC(=O)CC1Oc2ccccc2NC1=O` (stereo unspecified) is entered as 16%, 24%, -3, 2%, 4, -2%
